GC-A act – GC-A (human) enzyme activation. P16066. HEK293 GC-A cells, cGMP TR-FRET, EC30 ANP; 0% at EC30 ANP, 100% saturating ANP. activation, % at 10 µM. 0.14% of 370,000 active. AID 1671463; in the data active means activation above about 40%
ASAP1 GAP inh – blocks human ASAP1-stimulated Arf1 GTP hydrolysis | 0.19% of 360,000 active | inhibition, % at 16.5 µM | GDP FP detection | Q9ULH1; in the data active means inhibition above about 25%;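 further: 0% = vehicle with enzyme and substrate and 100% = no enzyme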
rCAG RNA binder – binds r(CAG) RNA repeats | r(CAG) RNA repeat, TO-PRO-1 dye displacement fluorescence | inhibition, % at 3 µM | 1.3% of 370,000 active | AID 651821;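 active means inhibition above the plate cutoff, the mean of all test compounds on that plate plus 3 SD, cut at about 35% in these data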;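 further: 0% = DMSO alone and 100% = 100 µM mitoxantrone as full dye displacement; higher means more dye released from RNA so lower well fluorescence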
proKLK7 act – proKLK7 (human) activation, primary screen; P49862; purified proKLK7, EDANS-DABCYL substrate fluorescence; 100% is mature enzyme control, 0% vehicle; activation, % at 7 µM; 0.9% of 370,000 active;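 active means activation above the mean of all tested compounds plus 3 SD, computed per campaign excluding outliers beyond control limits, cut at about 13% in these data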
NPR2 activator – GC-B (human) receptor activation; P20594; HEK293-GC-B cells, CNP EC30, cGMP TR-FRET; 0% at EC30 CNP, 100% saturating CNP; activation, % at 10 µM; 0.11% of 370,000 active;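 active means activation at 10 µM reaching about 35% in either raw or pattern-adjusted values, limit read from the data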
FXN GAA850 act – frataxin GAA850 promoter activation; HEK293 lucGAA850 FXN promoter luciferase reporter, 24 h; percent of 10 µM SAHA response; 0.56% of 360,000 active; AID 540364; activation, % at 6 µM;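 active means activation above the average of all compounds screened plus 3 SD, cutoff fixed separately per campaign, cut at about 7.5% in these data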;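 further: 0% = DMSO wells and 100% = 10 µM SAHA wells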
ARFGAP1 inhibitor – inhibits rat ARF GTPase activating protein 1; inhibition, % at 16.5 µM; 0.26% of 360,000 active; Q62848; Arfgap1-stimulated ARF1 GTP hydrolysis, GDP FP detection;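 active means inhibition above a per-plate limit, mean inhibition of low control wells plus 3 SD, cut at about 25% in these data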;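 further: 0% = DMSO wells with enzyme and 100% = wells lacking Arfgap1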
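System: truncated rat Arfgap1 GAP domain / Benchmarks: high control wells lacking Arfgap1, low control full reaction with DMSO / Times: compound-enzyme preincubation 20 min, reaction 120 min, detection 60 min, 25 °C / Repeats: one replicate per compound / Also added: human ARF1(Δ1-17)-GTP substrate / Measured by: Tracer-displacement fluorescence polarization with EDTA stop, 620/688 nm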
DDE Tn6 FP inh – DD(E)-Tn6 binding inhibition, primary FP screen; Fibrin DD(E) TRITC-Tn6 fluorescence polarization displacement; inhibition, % at 8.3 µM; 0.21% of 370,000 active; AID 720509;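 active means inhibition above a per-campaign cutoff: mean of compounds within control limits plus 3 SD, cut at about 15% in these data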;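 further: 0% = median of all compound wells on the plate and 100% = blocking peptide control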
ADAM10 inh – ADAM10 inhibition, QFRET primary screen | O14672 | recombinant ADAM10, EDANS/DABCYL FRET peptide cleavage, 3 h | inhibition, % at 7 µM | 0.62% of 370,000 active;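 active means inhibition above a per-campaign cutoff equal to the mean of compounds falling between control-based bounds plus 3 SD, cut at about 20% in these data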;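 further: 0% = DMSO wells while the 100% control is not disclosed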
Target sequence (O14672 214-748 limits assumed): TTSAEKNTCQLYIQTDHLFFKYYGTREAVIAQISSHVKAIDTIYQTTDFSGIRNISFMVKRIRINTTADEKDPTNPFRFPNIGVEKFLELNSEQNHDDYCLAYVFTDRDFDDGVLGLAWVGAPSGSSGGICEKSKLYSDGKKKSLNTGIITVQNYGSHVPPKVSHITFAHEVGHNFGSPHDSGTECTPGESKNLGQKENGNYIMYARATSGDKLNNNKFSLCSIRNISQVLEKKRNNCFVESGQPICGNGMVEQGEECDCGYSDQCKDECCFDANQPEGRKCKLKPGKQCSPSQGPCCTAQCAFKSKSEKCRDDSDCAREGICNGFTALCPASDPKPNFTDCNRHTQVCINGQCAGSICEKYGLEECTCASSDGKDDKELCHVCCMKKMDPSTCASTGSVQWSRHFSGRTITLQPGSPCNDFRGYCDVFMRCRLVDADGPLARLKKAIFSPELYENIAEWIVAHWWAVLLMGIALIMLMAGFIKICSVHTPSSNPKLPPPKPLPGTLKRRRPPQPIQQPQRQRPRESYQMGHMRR
sPLA2-III inh – Blocks human group III sPLA2 activity; AID 743126; Q9NZ20; 0.56% of 370,000 active; inhibition, % at 12.2 µM; QFRET BODIPY PC-A2 liposome hydrolysis, fluorescence;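 active means inhibition above mean plus 3 SD of compounds lying within the high and low control bounds, cut at about 19% in these data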;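 further: 0% = median of test compound wells and 100% = no enzyme DMSO wells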
Target sequence (Q9NZ20 whole entry, looked up): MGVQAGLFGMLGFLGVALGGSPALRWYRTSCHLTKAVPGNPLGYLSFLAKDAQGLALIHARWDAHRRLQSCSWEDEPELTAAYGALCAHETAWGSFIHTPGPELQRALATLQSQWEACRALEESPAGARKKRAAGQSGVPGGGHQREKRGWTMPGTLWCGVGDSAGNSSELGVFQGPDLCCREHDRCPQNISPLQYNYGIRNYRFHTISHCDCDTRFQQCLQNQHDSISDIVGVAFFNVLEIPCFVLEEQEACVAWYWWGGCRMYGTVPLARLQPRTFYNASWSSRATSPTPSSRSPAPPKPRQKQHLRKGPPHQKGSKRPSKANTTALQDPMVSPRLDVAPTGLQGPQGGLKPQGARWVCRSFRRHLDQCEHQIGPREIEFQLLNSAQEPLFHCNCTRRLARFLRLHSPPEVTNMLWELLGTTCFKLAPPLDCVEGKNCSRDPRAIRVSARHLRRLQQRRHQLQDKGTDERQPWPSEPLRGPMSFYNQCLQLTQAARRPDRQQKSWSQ
Numbers without * were called inactive; nt = no result given.

SMILES	GC-A act	ASAP1 GAP inh	rCAG RNA binder	proKLK7 act	NPR2 activator	FXN GAA850 act	ARFGAP1 inhibitor	DDE Tn6 FP inh	ADAM10 inh	sPLA2-III inh
CC(C)c1cc(Cn2c3ccccc3c(=O)n2C(C)Cn2cc(CCCC#N)nn2)on1 (stereo not given)	-2.0	7.9	-1.4	1.0	2.4	nt	5.3	-3.8	-244.2	5.3
ClCCN1C2=NCCCN2c2ccccc21	6.0	10.8	0.7	0.0	-5.3	3.6	1.2	-0.1	-2.8	1.2
CC[C@H](C)[C@H](NS(=O)(=O)c1ccc(C)cc1)C(=O)N1CCC(C(=O)N[C@@H](C)C(=O)O)CC1	2.2	-4.1	-1.9	0.3	5.2	0.6	-9.7	-1.8	0.8	10.9
Cc1csc(NC(=O)c2ccc(=O)[nH]c2)n1	-2.8	-2.5	0.9	-0.8	2.5	2.1	6.9	4.5	-12.9	1.2
Cc1cc(C)cc(N(C(=O)C(F)(F)F)C(C(=O)NC2CCCCC2)c2cccs2)c1 (stereo not given)	-3.8	-5.7	-1.9	0.2	5.5	-1.4	-0.1	-1.7	1.9	2.2
CN(C)/C=C(/C(=O)c1ccc(Cl)c(Cl)c1)c1nnnn1-c1ccccc1	-10.2	3.7	-1.7	-0.2	-1.5	0.9	-1.8	-3.9	-6.7	-8.5
CC(=O)Nc1ccc(S(=O)(=O)N2CN(c3ccc(C)cc3)c3nc4ccccc4nc32)cc1	-2.6	6.5	31.3	-0.3	-12.4	-0.4	0.4	-7.4	-25.4	-17.2
O=C(O)C1(c2ccccc2)CCN(S(=O)(=O)c2ccc(F)c(F)c2)CC1	2.6	5.6	0.0	-0.4	2.0	1.3	-6.1	2.3	-0.2	0.8
CCCCOC(=O)C(C)Oc1ccc(=O)n(-c2ccccc2)n1 (stereo not given)	-10.2	-1.8	-2.4	-0.1	-9.7	0.5	7.0	-6.1	-3.8	-5.8
Cc1ccc(C)c(N=Cc2ccc(-c3ccc([N+](=O)[O-])cc3)o2)c1	-7.2	13.3	12.0	-0.9	7.9	4.2	12.4	6.7	19.5	7.1
CCCCNC(=O)c1cc2n(n1)C(C(F)(F)F)CC(c1ccccc1)N2 (stereo not given)	2.6	-0.2	-8.4	0.5	0.3	-0.4	9.2	0.8	-0.2	-10.2
Cc1nc2ccccn2c1C(=O)N/N=C/c1ccccc1	-3.8	3.1	4.7	-0.7	-0.5	1.0	0.3	3.7	4.6	6.3
Cc1cc(C)c(S(=O)(=O)Nc2ccc(N3CCOCC3)cc2)c(C)c1	-4.3	1.9	0.7	-0.2	-2.6	1.0	10.9	-5.9	2.5	-13.7
COC(=O)[C@]12C[C@H](CC(=O)N3CCCCC3)C(=O)N(Cc3ccco3)C1=C[C@H](C(C)(C)C)O[C@@H]2C	-15.4	nt	-4.2	0.0	-14.1	nt	nt	9.1	0.5	-6.8
Cn1nc(C(=O)N2CCN(c3ccc(F)cc3)CC2)c2c1-c1ccccc1S(=O)(=O)C2	0.4	-6.2	-6.6	0.2	-0.9	1.3	7.3	2.4	2.4	8.2

A second format for three compounds above:
smiles,GC-A act,ASAP1 GAP inh,rCAG RNA binder,proKLK7 act,NPR2 activator,FXN GAA850 act,ARFGAP1 inhibitor,DDE Tn6 FP inh,ADAM10 inh,sPLA2-III inh
CCCCOC(=O)C(C)Oc1ccc(=O)n(-c2ccccc2)n1 (stereo not given),-10.2,-1.8,-2.4,-0.1,-9.7,0.5,7.0,-6.1,-3.8,-5.8
Cn1nc(C(=O)N2CCN(c3ccc(F)cc3)CC2)c2c1-c1ccccc1S(=O)(=O)C2,0.4,-6.2,-6.6,0.2,-0.9,1.3,7.3,2.4,2.4,8.2
ClCCN1C2=NCCCN2c2ccccc21,6.0,10.8,0.7,0.0,-5.3,3.6,1.2,-0.1,-2.8,1.2

One compound at a time, as listed above. Values in the order: GC-A act, ASAP1 GAP inh, rCAG RNA binder, proKLK7 act, NPR2 activator, FXN GAA850 act, ARFGAP1 inhibitor, DDE Tn6 FP inh, ADAM10 inh, sPLA2-III inh
Profile of CCCCOC(=O)C(C)Oc1ccc(=O)n(-c2ccccc2)n1 (stereo not given) = -10.2, -1.8, -2.4, -0.1, -9.7, 0.5, 7.0, -6.1, -3.8, -5.8
Profile of ClCCN1C2=NCCCN2c2ccccc21 = 6.0, 10.8, 0.7, 0.0, -5.3, 3.6, 1.2, -0.1, -2.8, 1.2
Profile of Cc1csc(NC(=O)c2ccc(=O)[nH]c2)n1 = -2.8, -2.5, 0.9, -0.8, 2.5, 2.1, 6.9, 4.5, -12.9, 1.2
Profile of CC(=O)Nc1ccc(S(=O)(=O)N2CN(c3ccc(C)cc3)c3nc4ccccc4nc32)cc1 = -2.6, 6.5, 31.3, -0.3, -12.4, -0.4, 0.4, -7.4, -25.4, -17.2

(continued)
SMILES	GC-A act	ASAP1 GAP inh	rCAG RNA binder	proKLK7 act	NPR2 activator	FXN GAA850 act	ARFGAP1 inhibitor	DDE Tn6 FP inh	ADAM10 inh	sPLA2-III inh
Cc1ccc(S(=O)(=O)NCCc2nnc3ccc(SCC(=O)Nc4nc(C)cs4)nn23)cc1	1.4	-6.3	3.5	-0.5	-0.4	1.2	17.6	4.7	8.1	-3.8
CCCCN(CCCC)C(=O)CCS(=O)(=O)c1ccc2c(c1)n(C)c(=O)c(=O)n2C	0.6	8.1	-1.1	-0.4	1.1	-0.7	6.2	-8.8	-22.3	0.0
CN(C(=O)COC(=O)CCCN1C(=O)c2cccc3cccc(c23)C1=O)C1CCS(=O)(=O)C1 (stereo not given)	1.1	-3.3	-4.4	-2.0	3.2	-2.4	11.9	-4.2	-352.1	6.5
c1ccc(N2CCN(c3ccccc3)C2c2ccncc2)cc1	-4.7	-8.8	-2.7	0.9	-2.3	0.5	-6.9	6.0	11.3	7.9
CCC1=C(OC(=O)N(CC)CC)N2C(=O)OC(=NCC3CC3)[C@]2(C)[C@H]2C1=CC[C@H]1C(=O)NC(=O)[C@H]12	-1.2	-2.5	-6.8	0.5	-4.4	1.1	7.5	0.8	-4.6	-5.4
CCOc1ccc(S(=O)(=O)N2CCOCC2)cc1NC(=O)CSC(=S)N1CCCC1	6.2	-4.8	4.4	-1.2	5.7	3.5	-2.4	0.0	-3.2	9.8
O=[N+]([O-])c1ccc(S(=O)(=O)N2CCN(Cc3ccco3)CC2)cc1	-3.5	8.2	-1.2	-0.5	-3.9	0.2	-3.8	-3.1	4.2	1.6
Cc1ccc2nc(-c3ccc(NC(=O)CSc4nnc(-c5ccccc5)n4Cc4ccco4)cc3)sc2c1	2.5	nt	18.7	127.7*	3.8	nt	nt	-8.6	-185.7	-16.3
O=C(NCCCN1CCOCC1)c1cn(-c2ccccc2)nc1-c1ccc(Br)cc1	-1.4	1.1	-0.8	0.4	-4.7	-0.1	11.2	-3.7	-10.5	-6.4
O=C(Cc1cccs1)NCCS(=O)(=O)N1CCN(c2ccccc2)CC1	-1.1	0.3	3.8	0.4	-0.2	-3.6	-11.1	5.1	-3.0	-2.1
O=c1[nH]c2cc([N+](=O)[O-])ccc2c2ccccc12	-7.7	-20.4	2.2	0.0	-8.4	4.1	22.5	-0.8	-13.2	5.6
CC(=O)Nc1ccc(C(=O)OCc2ccc(F)cc2)cc1	-3.5	-16.9	-2.8	-0.1	-6.1	0.9	5.2	0.7	7.7	-0.1
CN1CCC(OC(=O)COc2ccc(Br)cc2)CC1	2.9	-3.0	-4.2	-0.4	-3.9	3.5	-16.0	-2.8	-2.1	-4.2
O=C(Nc1ccccc1F)C(=O)Nc1cccc2ccccc12	1.3	-1.9	-0.8	-0.5	-9.0	3.8	-6.5	-3.8	-5.8	1.8
COc1ccc(-n2nc(C(=O)NCC(=O)O)c3ccccc3c2=O)cc1	-2.5	-0.7	4.8	0.2	1.1	0.5	-6.2	0.0	6.6	6.0
O=C(COC(=O)c1ccc(O)cc1)NCCc1c[nH]c2ccccc12	-2.9	7.3	1.5	-0.8	-3.0	0.6	4.5	5.3	-0.3	-62.1
COc1ccc(C(=O)c2c(NC(C)=O)sc3c2CCN(C(=O)OC(C)(C)C)C3)cc1	7.3	8.4	-6.5	-0.1	-7.1	2.8	5.2	4.2	3.6	0.2
Cc1ccccc1CSCc1nc2ccccc2[nH]1	-2.1	-5.2	0.1	0.3	0.1	4.4	-5.5	1.4	-0.3	-5.8
O=C(O)C(c1cccs1)C1(O)CCCCC1 (stereo not given)	-0.7	6.3	1.5	-0.1	0.4	1.7	-7.1	-3.0	-2.4	6.3
O=C(CN1C(=O)COc2ccccc21)N1CCN(C2CCCCC2)CC1	2.6	0.1	-0.6	-0.3	0.5	-0.3	-3.1	-11.6	-3.7	4.7
Cc1nn(-c2ccccc2)c2sc(C(=O)OCn3nnc4ccccc4c3=O)cc12	6.2	-2.6	2.4	-0.3	0.0	-2.4	2.0	1.9	-3.4	-0.1
CCOc1ccccc1OCCCC(=O)N1CCN(S(=O)(=O)c2ccc(C)cc2C)CC1	-1.1	-6.4	6.8	0.1	-3.9	3.4	16.1	-1.7	-18.2	-10.9
N#CCCN(/N=C/c1cccnc1)C1=NS(=O)(=O)c2ccccc21	5.6	-4.8	2.0	0.3	-0.1	0.8	16.0	-5.3	-5.1	1.8
COC(=O)c1ccc(Nc2cc(C)nc3ccccc23)cc1	6.2	-13.8	5.5	-0.7	-6.3	-1.0	-6.1	-3.2	-2.1	11.7
CN1CCN(c2ccc(NC(=O)CSc3ccccc3)cc2F)CC1	5.2	3.1	-0.8	0.8	-3.2	0.2	-0.2	-3.8	4.3	-1.3
CN(C)c1ccc(C(=O)Nc2cccc(S(=O)(=O)NC3=NCCCCC3)c2)cc1	-1.7	0.8	1.5	2.0	-5.5	0.0	0.4	7.2	-4.7	-5.4
O=C(NC(=S)Nc1ccc(Br)c(Cl)c1)C1CC1	7.8	-6.6	1.9	0.1	3.4	5.1	4.0	8.0	15.8	9.3
COc1ccc(F)cc1C(=O)C1CCCN(Cc2c[nH]c3ccccc23)C1 (stereo not given)	-9.2	5.6	-0.3	0.6	-7.7	-1.8	6.6	10.0	-18.7	-31.6
COc1ccc(OC)c(S(=O)(=O)N2CCCC(C(=O)N3CCCCCC3)C2)c1 (stereo not given)	-0.1	-5.1	-5.5	0.9	3.7	2.1	10.4	5.0	-5.3	-1.5
CC(C=Cc1ccccc1)=NNS(=O)(=O)c1ccc([N+](=O)[O-])cc1	1.9	2.0	2.0	-0.3	-1.5	1.8	16.7	-0.7	-17.2	7.3
O=C(NCc1ccc2c(c1)OCO2)c1ccc(NS(=O)(=O)c2ccc3c(c2)OCCO3)cc1	1.2	0.6	13.9	0.1	4.1	1.0	8.2	-3.5	-7.0	-16.4
COc1ccc(C(O)(c2ccccc2)C(C(=O)O)c2ccccc2)cc1 (stereo not given)	4.5	-15.1	9.1	-0.3	0.5	2.3	-0.2	5.1	-9.2	-6.2
COc1cc(CNCCc2ccc(S(N)(=O)=O)cc2)ccc1OCC(=O)N1CCCCC1	0.6	-14.6	-2.9	0.1	3.7	0.7	-1.4	-5.5	-1.1	-6.7
